Compound activity as filed in PubChem.
BAP1 block: inhibitors of human BAP1 deubiquitinase. activity remaining (% of control), % at 20 µM. recombinant BAP1, Ub-AMC hydrolysis fluorescence kinetic; active compounds read low. Q92560. AID 436. hit rate 0.48% among 72,000;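 active means activity remaining at or below 50% of control, provided the compound also passes the data quality filters; inactive means the rest, including low values that fail the filters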;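 further: 100% = DMSO wells rate and 0% = substrate alone blank rate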
Target sequence (Q92560 whole entry, looked up): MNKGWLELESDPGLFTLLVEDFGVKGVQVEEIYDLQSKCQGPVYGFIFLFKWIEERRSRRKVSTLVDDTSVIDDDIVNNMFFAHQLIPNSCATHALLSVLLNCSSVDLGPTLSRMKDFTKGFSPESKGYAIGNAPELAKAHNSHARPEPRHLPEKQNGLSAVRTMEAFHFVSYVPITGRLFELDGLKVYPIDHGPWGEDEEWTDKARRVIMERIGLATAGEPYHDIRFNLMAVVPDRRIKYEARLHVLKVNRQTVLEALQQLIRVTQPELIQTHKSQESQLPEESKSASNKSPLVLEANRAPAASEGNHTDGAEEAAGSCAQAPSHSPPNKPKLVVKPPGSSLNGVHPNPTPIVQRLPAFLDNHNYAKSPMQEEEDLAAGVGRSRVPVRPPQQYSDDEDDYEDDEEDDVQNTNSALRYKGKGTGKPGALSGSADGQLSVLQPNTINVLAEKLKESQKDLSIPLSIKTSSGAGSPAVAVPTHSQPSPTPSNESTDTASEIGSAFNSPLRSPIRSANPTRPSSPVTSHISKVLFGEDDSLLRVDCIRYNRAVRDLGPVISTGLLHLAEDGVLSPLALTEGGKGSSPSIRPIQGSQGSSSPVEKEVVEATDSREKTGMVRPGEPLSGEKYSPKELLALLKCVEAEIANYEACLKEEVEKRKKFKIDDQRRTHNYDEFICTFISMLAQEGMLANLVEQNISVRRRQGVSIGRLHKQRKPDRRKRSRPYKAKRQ
HePTP inh: inhibitors of human HePTP phosphatase. recombinant HePTP phosphatase activity, OD absorbance. hit rate 0.64% among 110,000. AID 521. inhibition, % at 20 µM; in the data active means inhibition above about 50%;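 further: plate controls were vehicle for no effect and reference inhibitor for full effect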
Target sequence (P35236 whole entry, looked up): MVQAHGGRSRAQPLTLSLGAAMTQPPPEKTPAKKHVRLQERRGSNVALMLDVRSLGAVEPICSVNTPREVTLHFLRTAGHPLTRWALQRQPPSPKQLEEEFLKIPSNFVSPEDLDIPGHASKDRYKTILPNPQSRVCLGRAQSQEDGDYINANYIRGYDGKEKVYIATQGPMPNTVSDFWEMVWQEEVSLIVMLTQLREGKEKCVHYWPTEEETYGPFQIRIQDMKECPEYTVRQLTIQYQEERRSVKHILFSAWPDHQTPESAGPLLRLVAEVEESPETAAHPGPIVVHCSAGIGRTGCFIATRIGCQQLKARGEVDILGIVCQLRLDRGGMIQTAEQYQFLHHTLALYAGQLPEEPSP
* marks the source's active call; other numbers are inactive results; · = not tested or not shown; & = joins results of further samples.

Every second line gives: BAP1 block, HePTP inh
CCOC(=O)Cn1c(-c2nonc2N)nc2ccccc21
→ ·, -3
NC(=O)c1cccc(NC(=O)/C=C/C(=O)O)c1
→ ·, 1
Cc1ccc(C(=O)NCc2ccco2)cc1
→ 179, 14
CCOc1ccc(NC(=O)c2cnn(-c3ccccc3)c2NC(=O)c2ccc(C)cc2)cc1
→ ·, -3
O=S(=O)(Cc1ccccc1)N1CCN(Cc2ccccc2)CC1
→ 99, -8
Cn1c(=O)oc2cc(S(=O)(=O)N3CCC(C(=O)N4CCN(c5ccccc5)CC4)CC3)ccc21
→ 88, -7
COCc1cc(=O)n2[nH]c(C)cc2n1
→ 98, 5
CCSc1ccccc1C(=O)Nc1cccc(OC)c1
→ 101, -9
CCOC(=O)c1ccccc1NS(C)(=O)=O
→ 52, ·
COc1ccc2c(c1OC)C(=O)OC2Nc1ccccc1[N+](=O)[O-] (stereo not drawn)
→ ·, -21

Next entries:
Every second line gives: BAP1 block, HePTP inh
Cc1ccccc1C(=O)Nc1cccc(NC(=O)c2cccc(Cl)c2)c1
→ ·, 7
CCOc1cc(N2CCOCC2)c(OCC)cc1NC(=O)Cc1cn2ccsc2n1
→ 97, 9
Cc1cccc(C)c1N1CCN(S(=O)(=O)c2ccc(F)cc2)CC1
→ ·, 4
C=CCn1c(SCC(=O)NCC(=O)OCC)nnc1-c1cccc(OC)c1
→ 99, 5
O=C(Nc1ccc(N2CCCCC2)c(Cl)c1)c1ccc([N+](=O)[O-])cc1Cl
→ ·, 6
CCOC(=O)CC(C#N)c1c[nH]c2ccccc12 (stereo not drawn)
→ 86, 12
O=c1cc[nH]c2cc(C(F)(F)F)ccc12
→ 98, 2
O=C1CN(C(=O)c2cnccn2)c2ccccc2N1
→ 104, 2
Cc1noc(C(=O)NCc2cccnc2)c1Cl
→ 94, -6
Cc1ccc(S(=O)(=O)Nc2ccc(Oc3ccccc3)cc2)cc1[N+](=O)[O-]
→ ·, -7

Next section
Every second line gives: BAP1 block, HePTP inh
O=C(c1ccccc1)N(Cc1ccccc1)CC(O)(c1ccccc1)c1ccccc1
→ ·, 1
O=S(=O)(Nc1nccs1)c1ccc(NS(=O)(=O)c2cccs2)cc1
→ 78, 9
Cc1nn(CC(=O)NCCN2CCOCC2)c(=O)c2ccccc12
→ 90, 12
CC(Sc1nnc(N)s1)c1ccccc1 (stereo not drawn)
→ ·, 11
O=C(CSc1nnc(-c2ccccn2)n1Cc1ccccc1)NC1CCCC1
→ 98, 16
CCN(CC)C(=O)CSc1nnc(CCNC(=O)OC(C)(C)C)o1
→ 95, 8
O=C(CN1CCCCC1)N1CCN(C(=O)CN2CCCCC2)CC1
→ 98, 9
CC1=C(C(=O)Nc2cccc(C)c2)C(c2ccc3c4c(cccc24)CC3)NC(=S)N1 (stereo not drawn)
→ ·, -10
CCc1nc2nc(C)cc(Nc3cccc(C(F)(F)F)c3)n2n1
→ 96, -10
O=C(N/N=C/c1ccccc1OCc1ccccc1)c1ccccc1O
→ ·, 20

(more compounds)
Every second line gives: BAP1 block, HePTP inh
COc1cccc(CN2CCN(C(=O)c3cccs3)CC2)c1OC
→ 91, 2&3
CCOC(=O)C1=C(C)OC(N)=C(C(=O)OCC)C1c1ccncc1 (stereo not drawn)
→ 93, -2
CCc1ccc(NC2=C(Cl)C(=O)N(c3ccccc3C)C2=O)cc1
→ ·, 10
CCNC(=O)C(=O)Nc1ccccc1OC
→ ·, 9
O=C(NCCc1ccccc1)C1c2ccccc2C(=O)N1C1CC1 (stereo not drawn)
→ 99, -7
O=C(Nc1ccc(F)c(Cl)c1)c1cc([N+](=O)[O-])ccc1Cl
→ ·, -1
COC(=O)/C=c1\sc2n(c1=O)C(C)=CC(C)(C)N=2
→ 109, -6
O=C(O)/C=C/c1cccc(NC(=O)CCc2ccccc2)c1
→ ·, 3
CC12CCC(C(=O)NCc3ccco3)(OC1=O)C2(C)C (stereo not drawn)
→ 100, 15
Cc1occc1-c1nc(-c2ccccc2)no1
→ ·, -10

(list continues)
Every second line gives: BAP1 block, HePTP inh
CCCn1cnc2cc(NCc3cccc(OC)c3O)ccc21
→ 108, 6
CN(C)S(=O)(=O)Nc1ccc(NS(=O)(=O)N(C)C)c(S(=O)(=O)c2ccccc2)c1
→ 98, -8
COc1ccc(C(NS(=O)(=O)c2ccc3ccccc3c2)c2ccccc2)cc1 (stereo not drawn)
→ ·, 10
CCOC(=O)C1=C(C)N(C)C(=O)NC1c1ccc2c(c1)OCO2 (stereo not drawn)
→ ·, 6
COC(=O)C1=CN(CCc2ccccc2)C=C(C(=O)OC)C1c1ccc(Cl)cc1
→ ·, 8
CCc1c(C)c2ccc(OCC(=O)OC(C)C)c(C)c2oc1=O
→ ·, -1
CCCOc1ncnc2sc3c(c12)CCCC3
→ ·, 20
O=C1C(=O)N(Cc2cccnc2)C(c2ccccn2)/C1=C(/O)c1ccccc1 (stereo not drawn)
→ 98, 6
CCCCC(=O)Nc1ccc(NC(=O)C2CC2)cn1
→ 100, 6
O=S(=O)(c1cc(C(F)(F)F)ccc1Cl)N1CCCCCC1
→ 101, 5

Other records.
Every second line gives: BAP1 block, HePTP inh
COc1ccc(NC(=O)C2Cc3ccccc3C(=O)O2)cc1 (stereo not drawn)
→ 98, 7
CC(C)c1c(O)nc(SCC(=O)Nc2ccc3c(c2)CCC3)[nH]c1=O
→ 90, 6
O=C(c1ccc(CN2CCOCC2)cc1)N1CCCC1
→ ·, -1
c1ccc(N2CCN(c3nc4cc5c(cc4s3)OCO5)CC2)cc1
→ 77, 13
COC(=O)C(C#N)C(c1cccnc1)c1c(C)[nH][nH]c1=O (stereo not drawn)
→ 91, -6
Cc1ccc(N2C(=O)CSC2c2ccc(Br)cc2)cc1Cl (stereo not drawn)
→ 94, ·
O=C(NCC(=O)N(c1ccc2c(c1)OCO2)C(C(=O)NC1CCCC1)c1cccs1)c1ccco1 (stereo not drawn)
→ 98, 5
Cn1c2c(c3ccccc31)CC/C2=N\O
→ 81, 3
CCCCn1nnnc1SCC(=O)Nc1cccc(C)n1
→ 104, 3
CCOC(=O)c1c(NC(=O)c2ccc(Cl)cc2)sc2ccccc12
→ ·, 8

The list continues:
Every second line gives: BAP1 block, HePTP inh
O=C(Nc1ccc(N2CCOCC2)cc1)C1CCN(S(=O)(=O)Cc2ccccc2)CC1
→ 86, 0
Cn1ccnc1C(O)c1ccc(OCc2ccccc2)cc1 (stereo not drawn)
→ 153, -5
CCCc1cc(C(=O)Nc2cccc(C(C)=O)c2)no1
→ 100, 3
Cc1cc(C)cc(NC(=O)c2c(C)nc3ccccn23)c1
→ ·, -12
CCOC(=O)Cn1c(CCC(=O)O)ccc1-c1ccc(F)cc1
→ 111, 18
C/C(=N\NC(=O)c1ccc(Br)cc1)c1cccnc1
→ ·, 4
COc1ccc(N2C(=O)CCC(C(=O)N3CCCCCC3)C2c2ccc(OC)c(OC)c2)cc1 (stereo not drawn)
→ ·, -5
CN(C)c1nc(N)c(C(=O)N=C(N)N)nc1Cl
→ 57, ·
CC(C)OC(=O)c1ccc(NC(=O)c2cccc(Br)c2)cc1
→ ·, -6
O=C(O)/C=C/c1ccc(-c2ccccc2Br)o1
→ ·, 0

Further records follow.
Every second line gives: BAP1 block, HePTP inh
CCOc1ccc(CCNS(=O)(=O)c2cccc3nsnc23)cc1OCC
→ 104, 2
O=C(CCC1=NS(=O)(=O)c2ccccc2N1)NC1CCCCCCC1
→ 89, -1
CCOCC(=O)Nc1ccc(S(=O)(=O)N2CCOCC2)cc1
→ 55, -20
CCSC1(SCC)N=C(N)C2(C#N)C(c3ccccc3)NC(C)=CC12C#N (stereo not drawn)
→ 109, 4&-11
O=C(O)c1ccc(S(=O)(=O)c2ccc3c(c2)C(=O)N(c2ccccc2[N+](=O)[O-])C3=O)cc1
→ ·, 4
NCCCS(=O)(=O)O
→ 91, ·
Cc1cc(NS(=O)(=O)Cc2ccccc2)no1
→ 91, 6
Cc1ccc(NC(=O)C(=O)NCC(O)c2ccccc2)cc1 (stereo not drawn)
→ ·, -16
O=C(CSc1ncccc1C(=O)O)NCc1ccc(F)cc1
→ 98, 5
Cc1cc(=O)n2[nH]c(-c3ccccc3)cc2n1
→ 111, 5&8&-16

Filtered by structure: the entries above with a nitro group on carbon
Every second line gives: BAP1 block, HePTP inh
COc1ccc2c(c1OC)C(=O)OC2Nc1ccccc1[N+](=O)[O-] (stereo not drawn)
→ ·, -21
O=C(Nc1ccc(N2CCCCC2)c(Cl)c1)c1ccc([N+](=O)[O-])cc1Cl
→ ·, 6
Cc1ccc(S(=O)(=O)Nc2ccc(Oc3ccccc3)cc2)cc1[N+](=O)[O-]
→ ·, -7
O=C(Nc1ccc(F)c(Cl)c1)c1cc([N+](=O)[O-])ccc1Cl
→ ·, -1
O=C(O)c1ccc(S(=O)(=O)c2ccc3c(c2)C(=O)N(c2ccccc2[N+](=O)[O-])C3=O)cc1
→ ·, 4

Other records follow:
Every second line gives: BAP1 block, HePTP inh
Cc1c(NC(=O)C(C)N2CC(C)OC(C)C2)c(=O)n(-c2ccccc2)n1C (stereo not drawn)
→ 89, 7
CCOC(=O)c1cccc(NC(=O)c2cccnc2)c1
→ 100, 6
COc1ccc(C2=NN(c3ccc(C=O)cc3)C(c3ccc(F)cc3)C2)cc1 (stereo not drawn)
→ ·, 6
CC(=O)Oc1ccc(C2C(C(=O)OCCOc3ccccc3)=C(C)NC3=C2C(=O)CCC3)cc1 (stereo not drawn)
→ 92, 12
O=C1NC(=S)S/C1=C/c1ccc(Oc2ccc(C(F)(F)F)cc2[N+](=O)[O-])c(Cl)c1
→ ·, 11
Cc1ccccc1C(=O)NN=C1CCCC1
→ ·, 7
CCCCOc1ccc(C(=O)NCCc2ccc(Cl)cc2)cc1
→ ·, -10
O=C(Nc1ccc2nn(-c3ccc(F)cc3)nc2c1)c1cc(I)ccc1Cl
→ ·, -12
NC(=O)SCC(=O)Nc1ccc(Cl)c(Cl)c1
→ 91, 5&10
CN1CCN(/C=N/c2c(C#N)cnn2Cc2ccccc2)CC1
→ 108, 5

Rewritten bar-delimited: part of the list above
Structure | BAP1 block | HePTP inh
COc1ccc(C2=NN(c3ccc(C=O)cc3)C(c3ccc(F)cc3)C2)cc1 (stereo not drawn) | · | 6
CC(=O)Oc1ccc(C2C(C(=O)OCCOc3ccccc3)=C(C)NC3=C2C(=O)CCC3)cc1 (stereo not drawn) | 92 | 12

New compounds follow:
Every second line gives: BAP1 block, HePTP inh
CCN(CC)CCn1c(=S)[nH]c2ccc(Cl)cc2c1=O
→ 97, -3
CC(C)Cn1c(CN2C(=O)c3ccccc3C2=O)nc2ccccc2c1=O
→ 85, 5&-10
CC(C)c1ccc(N2C(=O)NC(=O)/C(=C/c3cn(C)c4ccccc34)C2=O)cc1
→ ·, -4
Cn1cnnc1Sc1nc2c(c(=O)n(C)c(=O)n2C)n1Cc1ccccc1Cl
→ 108, 9
CC1CCN(CCOCCOc2ccc(Br)cc2)CC1
→ ·, -8
CC(C)(C)c1ccc(C(CC(=O)c2ccc(Br)cc2)S(=O)(=O)c2ccccc2)cc1 (stereo not drawn)
→ ·, 6
CCCCCn1c(SCC2CCCO2)nc2cc(C(=O)N3CCC(C(N)=O)CC3)ccc2c1=O (stereo not drawn)
→ 98, 7
Cc1ccc(NC(=O)C(Cl)Cl)c(Br)c1
→ ·, -24
COc1ccc(S(=O)(=O)Nc2ccc(C(=O)Nc3ccccc3)cc2)cc1Br
→ ·, 5
CCc1cc2c(=O)c(-c3ccc(OC(C)C)cc3)coc2cc1OC(C)=O
→ 144, ·

Individual results from the list.
In BAP1 block, CCOc1ccc(CCNS(=O)(=O)c2cccc3nsnc23)cc1OCC is entered as 104
In HePTP inh, O=C(c1ccccc1)N(Cc1ccccc1)CC(O)(c1ccccc1)c1ccccc1 is entered as 1
In BAP1 block, Cc1cc(=O)n2[nH]c(-c3ccccc3)cc2n1 is entered as 111

Following part.
Every second line gives: BAP1 block, HePTP inh
CCOc1ncccc1C(=O)OCc1nnc(-c2ccccc2)o1
→ 126, 6
COc1ccc(C(=O)Nc2cccc(S(N)(=O)=O)c2)cc1
→ ·, -18
CCCC(=O)NNc1nc2c(c(=O)n1-c1ccccc1)C1(CCCCC1)Cc1ccccc1-2
→ ·, -10
C/[N+]([O-])=C1\Cc2ccccc2C1=O
→ 104, -4
O=C1c2cccc3cccc(c23)C(=O)N1CC1CCN(S(=O)(=O)c2ccc(F)cc2)CC1
→ ·, -2
O=C(c1ccco1)N1CCN(C(c2ccc(Cl)cc2)c2nnnn2CC2CCCO2)CC1 (stereo not drawn)
→ 142, 5
O=C1NC(=S)N/C1=C/c1ccc(-c2cc([N+](=O)[O-])ccc2Cl)o1
→ ·, 80*
Cc1cccc(OCC(=O)Nc2cccc(-c3nnc(-c4ccccc4)o3)c2)c1C
→ ·, 9
COC(=O)c1c(N)sc2c1CCc1ccccc1-2
→ ·, -4
Fc1c(F)c(F)c(SCCc2ccncc2)c(F)c1F
→ ·, 5

Additional results follow:
Every second line gives: BAP1 block, HePTP inh
O=C(Nc1ccc(Cl)cc1Cl)C1CC(=O)N(c2ccc(Br)cc2)C1 (stereo not drawn)
→ ·, 2
O=C(OCc1cc2ccccc2[nH]c1=O)C1CCCCC1
→ 119, 4
Cc1c(Cl)cccc1NC(=O)c1cc2c(=O)oc3ccccc3c2s1
→ 52, ·
CCOC(=O)C1=NNC2C(=O)N(c3ccccc3Cl)C(=O)C12 (stereo not drawn)
→ 105, ·
Cc1ccc(NC(=S)Nc2ccc(F)cc2)c(C)c1
→ ·, 2
CCOC(=O)CSc1nnc(CNC(=O)c2cccs2)n1-c1cc(OC)ccc1OC
→ 112, 3
CCOP(C)(=O)C1(C(=O)OCc2ccccc2)CC1 (stereo not drawn)
→ 95, 3
CN(C)C(CNC(=O)CCCc1c[nH]c2ccccc12)c1ccco1 (stereo not drawn)
→ 77, 2
O=C(O)c1ccc(CSCc2ccco2)cc1
→ ·, 8
Cc1ccc(CN2CCN(CC(=O)NCc3ccc(Cl)cc3)C2=O)cc1
→ 114, 4
CC(C1CC1)N(C(=O)c1ccccc1O)c1ccccc1 (stereo not drawn)
→ 88, -1
O=C(CCC1CCCC1)Nc1ccc(Br)cn1
→ 60, 4&1
Cc1c(Cl)c([N+](=O)[O-])nn1CC(=O)Nc1cc(C(F)(F)F)ccc1Cl
→ ·, -4
